E coli growth: E. coli V3065 growth inhibition, primary screen, counter-screen for AddAB inhibitor project, absorbance, OD600 | hit rate 0.27% among 330,000 | 18 h | inhibition, % at 11.9 µM;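 active = inhibition above the campaign's mean inhibition across all tested compounds plus 3 SD, cut at about 9.9% in these data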;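 also: uninfected addAB+ strain grown without phage in ampicillin broth; 0% = DMSO wells and 100% = ciprofloxacin 0.95 µg/ml wells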
Tat transport: E. coli Tat export inhibitors, primary screen, MC4100, TorA-mCherry reporter, fluorescence, single point; inhibition, % at 10 µM; hit rate 0.036% among 340,000; AID 488895, 2010;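 active = mean replicate inhibition at least 50% and at least half of replicates individually reaching 50%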;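 also: exported cargo escapes ClpAP degradation while cytoplasmic cargo is degraded and loses fluorescence; 0% = median of neutral control wells and 100% = median of NaSCN control wells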
AddAB inh: growth inhibition of E. coli expressing H. pylori AddAB, primary screen, AddAB inhibitor project, absorbance; AID 435030, 2010; hit rate 0.29% among 330,000; inhibition, % at 11.9 µM; in the data active = inhibition above about 12%;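 also: 0% = vehicle wells of infected cells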
Wnt bcat act: Wnt/beta-catenin pathway activators, primary screen, cell-based, plate reader, single point; Wnt/beta-catenin reporter cell assay, activator; activation, % at 9.35 µM; hit rate 1.2% among 300,000; in the data active = activation above about 30%, passing the limit was not always enough;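 also: 0% = neutral control wells and 100% = positive control wells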
SR-BI uptake up: activators of SR-BI mediated DiI-HDL uptake, primary screen, ldlA[mSR-BI] CHO cells, DiI fluorescence. activation, % at 12.5 µM. 3 h; 100 = double the neutral-control signal. hit rate 0.096% among 320,000;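 active = mean replicate activation of at least 60% and every replicate at or above 60%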;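 also: 0% = median plate neutral-control signal and 100% = twice that signal; values of inactives mirror those of a sister screen read the other way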
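System: CHO ldlA[mSR-BI] cells / Medium: HEPES-buffered (25 mM, pH 7.4) F12 plus 0.5% BSA / Probe or stimulus: labelled HDL, 10 µg/mL / Doses: single compound concentration, delivered by pin transfer / Schedule: 3 h, 37 °C / Measured by: DiI fluorescence, bottom read / Measure: cell-associated DiI fluorescence as measure of HDL uptake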
SR-BI HDL uptake: inhibitors of SR-BI mediated HDL lipid uptake, primary screen, ldlA[mSR-BI] cells, fluorescence, single point; ldlA[mSR-BI] CHO cells, DiI-HDL uptake fluorescence, 3 h; inhibition, % at 12.5 µM; hit rate 0.96% among 320,000;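 active = mean replicate inhibition of at least 70% and a set share of replicates each scoring 70 or more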;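 also: 0% = median of neutral control wells and 100% = median of positive control wells; values of inactives mirror those of a sister screen read the other way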
Target sequence (Q61009 whole entry, looked up): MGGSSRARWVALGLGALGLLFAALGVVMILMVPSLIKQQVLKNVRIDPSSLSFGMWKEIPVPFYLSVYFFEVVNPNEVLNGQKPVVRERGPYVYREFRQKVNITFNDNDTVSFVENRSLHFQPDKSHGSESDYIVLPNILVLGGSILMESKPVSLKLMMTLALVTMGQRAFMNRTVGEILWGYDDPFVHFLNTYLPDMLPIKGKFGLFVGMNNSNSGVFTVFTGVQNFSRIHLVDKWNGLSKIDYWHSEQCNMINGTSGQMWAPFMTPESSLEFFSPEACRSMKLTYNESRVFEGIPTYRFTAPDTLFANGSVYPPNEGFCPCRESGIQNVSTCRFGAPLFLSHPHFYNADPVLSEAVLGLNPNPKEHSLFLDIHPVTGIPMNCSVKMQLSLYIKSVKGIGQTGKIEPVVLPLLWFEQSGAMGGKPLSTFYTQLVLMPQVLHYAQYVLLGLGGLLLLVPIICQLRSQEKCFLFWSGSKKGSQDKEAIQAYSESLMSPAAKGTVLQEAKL
MITF act: activators of MITF-driven TRPM1 promoter reporter, primary screen, cell-based, SK-MEL-5, luciferase, single point; SK-MEL-5 TRPM1-promoter luciferase, 24 h; % of positive control, neutral wells = 0; activation, % at 12.5 µM; hit rate 0.75% among 300,000; AID 588334, 2011;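 active = mean activation of at least 80% with every replicate also reaching 80%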;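 also: 0% = neutral control wells and 100% = parthenolide positive control wells; values of inactives mirror those of a sister screen read the other way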
CAL PDZ FP-1: CAL PDZ peptide-binding inhibitors, primary screen, biochemical, fluorescence polarization, Cer-tagged CAL PDZ, HTS; inhibition, % at 20 µM; purified CAL PDZ, TMR-peptide fluorescence polarization, 1 h; hit rate 0.02% among 330,000; Golgi-associated PDZ and coiled-coil motif-containing protein (Homo sapiens), Q9HD26; AID 504414, 2011;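 active = highest replicate inhibition of at least 40%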;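 also: plate controls were DMSO neutral control wells for no effect and unlabeled competitor peptide control wells for full effect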
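material = purified tagged CAL PDZ domain construct (CerCALP) | compound dosing = 20 µM, one dose | times = 1 h at RT | measured by = fluorescence polarization from S- and P-plane intensities, G-factor corrected | read-out = inhibition from polarization loss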
CAL PDZ FP-2: untagged CAL PDZ binding inhibitors, primary screen, biochemical, fluorescence polarization, HTS; inhibition, % at 24.9 µM; hit rate 0.92% among 300,000; AID 602252, 2012; Golgi-associated PDZ and coiled-coil motif-containing protein (Homo sapiens), Q9HD26; purified CAL PDZ, TMR-peptide fluorescence polarization, 1 h;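 active = mean inhibition of at least 30% with at least half of replicates also reaching 30%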;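 also: 0% = DMSO neutral control and 100% = excess unlabeled competitor peptide PRC23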
phage Ecoli inh: growth loss of phage-infected E. coli, primary screen, RecBCD inhibitor project, absorbance, with phage, HTS; inhibition, % at 11.9 µM; hit rate 0.26% among 360,000; AID 651602, 2012; in the data active = inhibition above about 11%
Numbers without * were called inactive; nt = no result given.

mol	E coli growth	Tat transport	AddAB inh	Wnt bcat act	SR-BI uptake up	SR-BI HDL uptake	MITF act	CAL PDZ FP-1	CAL PDZ FP-2	phage Ecoli inh
COc1ccc(CN2CCNC(=O)C2CC(=O)NC2Cc3ccccc3C2)c(OC)c1 (centres undefined)	0.9	1	-1.2	-1	-15	15	13	-1.7	-2	4.5
CCc1ccc(CN2CCCC(C(=O)Nc3ccccc3-c3ccc(OC)cc3)C2)o1 (centres undefined)	0.2	3	3.6	2	16	-16	-1	-0.2	nt	0.5
CCOC(=O)N1CCN(C(=O)CSc2nc3c([nH]c4ccccc43)c(=O)n2CC)CC1	4.3	-3	1.5	9	18	-18	-28	1.4	-2	0.2
C[C@H](NC(=O)[C@@H]1Cc2ccccc2CN1)C(=O)NC[C@H]1CC[C@H](C(=O)O)CC1	2.7	0	1.7	-1	2	-2	-8	-0.7	6	-0.1
COc1cc(C)ccc1OCc1cc(C(=O)N(Cc2c(C)nn(C)c2C)C2CC2)no1	0.9	0	0.9	26	-16	16	46	-0.7	-14	0.3
COc1cccc(CN2CCCC(N3CCc4ccccc4C3)C2)c1O (centres undefined)	-0.4	0	1.4	-2	36	-36	-4	-0.1	-6	2.1
O=C(Cn1ncn2c(cc3ccccc32)c1=O)NCCCc1ccccc1	-0.2	-5	4.0	nt	35	-35	-6	-1.0	2	nt
CC(C)OCCCNC(=O)c1ccccc1NC(=O)C1=CSCCO1	-1.4	-1	1.9	-2	-12	12	-3	-1.6	1	-1.3
CCCCCCNc1cc(C)oc(=O)c1C(C)=O	-1.0	2	4.2	-9	4	-4	8	-1.2	0	3.3
CN(CCOc1ccccc1)Cc1nc2cc(Cl)ccc2c(=O)[nH]1	0.4	-6	-0.8	8	-6	6	2	-0.8	-5	1.0
COc1ccccc1C(=O)N/C(=C\c1cn(S(=O)(=O)N(C)C)c2ccccc12)C(=O)N1CCCCC1	0.8	5	1.9	-1	3	-3	-9	-1.9	1	0.5
Cc1ccc(S(=O)(=O)c2nc(S(C)(=O)=O)sc2NCc2ccc3c(c2)OCO3)cc1	1.2	3	4.5	-1	27	-27	-4	-4.1	1	4.2
CCN(CC(=O)NC(=O)NCc1ccco1)Cc1nc2ccccc2c(=O)[nH]1	-0.4	-6	0.5	nt	8	-8	-7	-2.6	-4	-1.7
CN(CCc1cnn(C)c1)Cc1nc(Cc2ccccc2)no1	-0.2	0	4.6	0	27	-27	-10	-0.4	-9	0.1
O=C(COC(=O)/C=C/c1ccc(C(F)(F)F)cc1)NC1CC1	0.6	-2	2.1	-2	28	-28	4	-1.1	-3	2.1
COc1ccc(C(=O)OCc2ccccc2F)cc1S(=O)(=O)N1CCCC1	-0.5	10	0.1	-2	-40	40	-9	0.5	-5	5.6
CCc1ccc(C(=O)NNC(=O)CN2C(=O)NC3(CCCC3)C2=O)cc1	-0.5	-2	0.3	-3	-14	14	11	0.3	nt	-0.8
Cc1nc(N2CCN(C)CC2)c2sc(=S)n(C)c2n1	-1.1	-6	3.4	nt	15	-15	21	0.2	-2	nt
Cc1ccc(S(=O)(=O)NCC(=O)NCc2cc(=O)n(C)c(=O)n2C)cc1	3.8	-3	2.6	-1	28	-28	1	-2.4	-2	1.2
CC(=O)N1CCc2cc(S(=O)(=O)NCCC3=CCCCC3)ccc21	-2.3	-3	1.0	-11	11	-11	-6	-3.0	0	1.4
Cc1cc(=O)oc2cc(OCC(=O)NCc3ccncc3)ccc12	-1.9	-5	1.2	-2	3	-3	6	0.8	0	4.1
O=C(O)c1cc2c(cc1NC(=O)c1ccccc1OC(F)F)OCCCO2	2.1	3	5.9	0	nt	nt	-3	-2.5	-5	5.3
CC(=O)Nc1ccc(S(=O)(=O)NCC(=O)Nc2ccc3c(c2)OCO3)cc1	-0.5	6	0.3	2	5	-5	-8	0.3	-3	2.9
COc1cccc(C(c2sc3nc(C)nn3c2O)N2CCN(C(=O)c3ccco3)CC2)c1 (centres undefined)	1.9	-5	-4.3	0	0	0	nt	-0.4	6	1.4
Cc1ccc(NNC(=O)c2c(C)noc2C)cc1Cl	1.3	-1	4.3	1	14	-14	nt	-0.9	-1	2.2
O=C(c1ccc(Cl)cc1)N1CCN(CCc2ccccn2)CC1	nt	-16	nt	-3	-2	2	nt	-4.1	-4	1.8
Cc1ccc(CSc2nc3ccccc3c(=O)n2C)cc1	-1.5	-4	1.8	5	-13	13	nt	-0.6	-4	-1.6
O=C(Nc1ccc(Cl)cc1)Nc1nnc(CSCc2ccccc2Cl)s1	1.8	0	1.2	-8	1	-1	5	-3.3	-2	3.0
O=C(CSc1cccc[n+]1[O-])NC1CCCCCCC1	-1.4	-1	2.2	0	-1	1	-7	0.4	0	-0.5
CC(C(=O)NC(=O)NC1CCCCC1)N(C)CC(=O)Nc1ccc(F)c(F)c1F (centres undefined)	0.2	4	0.7	-6	-59	59	-12	-1.0	-3	2.1
CC(C)CCC(C)NC(=O)c1ccc2nccnc2c1 (centres undefined)	1.1	-5	6.0	14	7	-7	43	-0.4	2	3.7
O=[N+]([O-])c1ccc(NCCNCCOc2nonc2-c2ccccc2)c([N+](=O)[O-])c1	1.3	-5	2.1	0	-9	9	2	-0.9	9	4.9
O=C(Nc1ccc(Br)cc1)C(c1ccccc1)c1ccccc1	0.2	-7	4.9	-1	-10	10	4	0.3	-1	0.8
CCOC(=O)c1[nH]c2ccc(F)cc2c1NC(=O)C1=COCCO1	1.8	-4	4.9	-2	-14	14	7	-0.5	-2	2.7
O=C(Nc1ccc2c(c1)Cc1ccccc1-2)c1ccc(Br)o1	3.2	0	-0.2	18	-25	25	59	-0.3	-3	3.4
CCCCCCOc1ccc(C(=O)O)cc1	2.2	-4	2.3	5	0	0	8	-1.2	1	-0.4
O=C(COC(=O)c1c(Cl)ccc(Cl)c1Cl)NC1CCS(=O)(=O)C1 (centres undefined)	1.7	5	0.4	0	2	-2	-7	-2.6	-4	1.4
CCC(=O)Nc1ccc(Oc2ccc3c(c2)C(=O)NC3=O)cc1	-1.4	-5	-1.8	-1	1	-1	4	-2.7	-3	2.2
COC(=O)c1ccc(OC(=O)c2cnccn2)cc1	-0.4	-2	3.5	-1	13	-13	-4	-2.3	18	-1.6
N#Cc1ccc(CN2CCN(C(=O)CNC(=O)Cc3ccccc3)CC2)cc1	nt	-3	nt	-1	4	-4	-8	1.1	4	4.1
CC(C)(C)c1ccc(C(=O)N2CCN(c3ccc(N4CCOCC4)nn3)CC2)cc1	-2.0	-3	-0.6	-3	16	-16	-6	-0.3	-4	1.2
COc1ccccc1N1CCN(C(=O)c2onc(C)c2Cl)CC1	0.1	-7	-1.1	-1	-3	3	nt	-0.5	nt	5.3
Cc1ccc(S(=O)(=O)NC2(C(F)(F)F)NC(=O)N(c3ccc(F)cc3)C2=O)cc1 (centres undefined)	-1.5	13	4.2	-2	38	-38	0	-0.6	-5	1.7
CCOc1ccc(N=C2SCCCN2C(=O)c2c(CC)noc2C)cc1	4.0	-11	1.2	-1	16	-16	-6	-2.3	-1	1.0
CC1CCCC(NC(=O)c2cc(S(=O)(=O)N3CCCCC3)ccc2Cl)C1C (centres undefined)	-1.2	-12	-1.0	-5	-11	11	-17	0.6	-5	7.8
O=C(Nc1cccc(Cl)c1)O/N=C\c1ccncc1	0.6	6	2.9	-1	22	-22	-11	-2.6	-4	2.8
CC(C)OC(=O)C1CC=CCC1C(=O)Nc1ccc(Cl)cc1 (centres undefined)	-0.9	10	2.7	nt	-3	3	-10	-0.5	0	0.4
COCCNC(=O)Cn1cc2c(n1)CCCCC2	-0.7	2	4.8	2	9	-9	-4	0.0	-5	2.3
CSc1ccccc1NC(=O)c1ccccc1	1.3	-4	4.8	-1	-25	25	5	nt	-3	3.3
O=C(NC1CC2CCCC(C1)N2C(=O)NC1CCCCC1)c1ccccc1 (centres undefined)	-0.7	-2	0.3	-5	27	-27	nt	-1.7	-2	2.6
OCCN1CCN(c2nc3ccccc3nc2-c2ccccc2)CC1	-0.9	7	1.8	-2	nt	nt	2	-3.0	-1	4.4
Cc1ccc(S(=O)(=O)N(C)c2ccc(OCC(=O)OCC(=O)N(CC#N)c3ccccc3)cc2)cc1	-2.5	-3	-5.0	-1	18	-18	-4	0.2	nt	1.4
CC1CCCC(N2CCN(C(=O)c3ccccc3F)CC2)C1 (centres undefined)	0.5	-7	0.1	0	-4	4	-5	-8.6	-5	3.5
Cc1ccc(C(=O)OCC(=O)c2c(N)n(C)c(=O)n(C)c2=O)cc1S(=O)(=O)N1CCOCC1	-1.4	-10	-0.1	-1	-11	11	14	-0.9	2	1.5
CCOC(=O)C1=C(O)CSC1=Nc1cccc2ccccc12	3.6	4	2.8	-1	-2	2	-11	-0.1	0	-0.2
Cc1cc(N/N=C/c2ccc(Cl)cc2Cl)nc(NCc2ccccc2)n1	1.6	17	4.2	-7	-15	15	-9	-0.7	0	1.4
CCOC(=O)C1(Cc2cccc(OC)c2)CCCN(S(=O)(=O)N(C)C)C1 (centres undefined)	0.1	-15	-1.7	-1	nt	nt	-9	nt	-3	2.1
O=S(=O)(Nc1cccc2ccccc12)c1cccc2nonc12	2.9	2	3.6	5	1	-1	nt	-0.5	0	2.4
O=C(NNC(=O)c1cccnc1)NC12CC3CC(CC(C3)C1)C2	-0.6	3	1.3	-1	-19	19	6	-0.5	-3	4.4
O=C(NCc1ccco1)c1cc2n(n1)C(C(F)(F)F)CC(c1ccc(Cl)c(Cl)c1)N2 (centres undefined)	0.3	0	0.2	-8	-45	45	-11	-0.4	nt	3.6

(more compounds)
mol	E coli growth	Tat transport	AddAB inh	Wnt bcat act	SR-BI uptake up	SR-BI HDL uptake	MITF act	CAL PDZ FP-1	CAL PDZ FP-2	phage Ecoli inh
COc1ccc(N2CCN(C(=O)c3cc(=O)c4cc(Cl)ccc4o3)CC2)cc1	-0.9	-4	-2.6	-2	12	-12	5	-1.2	-2	1.4
O=C(CSc1nc2scc(-c3ccccc3)c2c(=O)[nH]1)NC1CCCCC1	0.7	nt	2.6	0	nt	nt	nt	nt	nt	2.7
Cc1n[nH]c2ccccc2c1=O	nt	0	nt	4	3	-3	-2	1.2	1	3.3
COc1ccc(CC(=O)Nc2ccc(C(N)=O)cc2)cc1	-0.5	-2	-0.1	-1	nt	nt	1	-2.3	-3	1.4
